CHRM5 agonist: CHRM5 agonism in calcium assay; P08912; CHO-K1 hM5 cells, Fluo-8 calcium fluorescence; 0% DMSO wells, 100% maximal acetylcholine response; activation, % at 3 µM; hit rate 0.19% among 360,000;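 active = activation above the run's mean over test compounds plus 3 SD, cut at about 23% in these data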;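 note: signal is peak over basal fluorescence ratio across the kinetic read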
CHRM4 PAM: CHRM4 positive allosteric modulation; P08173; CHO-K1 hM4/Gqi5, Fluo-8 calcium fluorescence, ACh EC20; 0% = ACh EC20, 100% = maximal ACh; activation, % at 3 µM; hit rate 0.4% among 360,000; AID 624126;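 active = activation above its plate's cutoff, the mean activation of sample wells plus 3 SD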; note: some results filed as inactive read as strong as hits
Target sequence (P08173 whole entry, looked up): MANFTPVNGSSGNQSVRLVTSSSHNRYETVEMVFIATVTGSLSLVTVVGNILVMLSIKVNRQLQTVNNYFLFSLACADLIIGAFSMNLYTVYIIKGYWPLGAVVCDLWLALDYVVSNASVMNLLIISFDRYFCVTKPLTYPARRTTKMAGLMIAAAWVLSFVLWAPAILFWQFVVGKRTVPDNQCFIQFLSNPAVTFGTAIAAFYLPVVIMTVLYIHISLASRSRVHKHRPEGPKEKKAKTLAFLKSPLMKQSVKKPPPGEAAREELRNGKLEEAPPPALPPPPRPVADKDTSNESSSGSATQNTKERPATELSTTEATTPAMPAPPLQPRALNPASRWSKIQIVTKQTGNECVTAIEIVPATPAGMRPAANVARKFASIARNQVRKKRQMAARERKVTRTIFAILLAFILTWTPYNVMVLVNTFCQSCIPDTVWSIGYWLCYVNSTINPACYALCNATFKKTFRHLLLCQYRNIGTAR
CRFBP-R2 agonist: agonists of human CRF-binding protein/CRF-R2 receptor complex; hit rate 0.46% among 350,000; AID 588473; activation, % at 13.2 µM; HEK293 CRF-R2/CRF-BP, calcium dye fluorescence (FLIPR); percent of saturating CRF peptide response;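 active = activation of at least 50%, plus an integration ratio under a set limit after plate pattern correction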;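 note: plate controls were neutral control wells without compound for no effect and CRF at EC100 for full effect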
TAAR1 antag: antagonists of human TAAR1; hit rate 1.5% among 360,000; CHO RD-HGA16 TAAR1, Fluo-8 calcium fluorescence, antagonist; AID 624466; inhibition, % at 3 µM;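 active = inhibition above a per-plate cutoff, the mean inhibition of test compounds on that plate plus 3 SD, cut at about 49% in these data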;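 note: 0% = DMSO plus EC80 beta-PEA response and 100% = DMSO alone without agonist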
Target sequence (Q96RJ0 whole entry, looked up): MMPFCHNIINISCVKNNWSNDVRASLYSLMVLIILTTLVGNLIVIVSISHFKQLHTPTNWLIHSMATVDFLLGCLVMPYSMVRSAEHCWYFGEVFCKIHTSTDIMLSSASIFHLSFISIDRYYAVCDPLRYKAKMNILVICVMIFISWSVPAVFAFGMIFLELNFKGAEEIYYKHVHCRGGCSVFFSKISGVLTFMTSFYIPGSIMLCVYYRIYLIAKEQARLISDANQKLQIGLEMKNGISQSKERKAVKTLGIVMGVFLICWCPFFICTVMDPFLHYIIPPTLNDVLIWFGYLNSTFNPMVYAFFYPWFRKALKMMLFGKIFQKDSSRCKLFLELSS
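test system = CHO RD-HGA16 cells bearing hTAAR1 | replication = singlicate | controls = DMSO-only wells and EC80 β-PEA-stimulated wells | reagent = EC80 β-phenethylamine stimulus | read-out basis = percent inhibition of PEA-evoked calcium signal, max/basal emission ratio | schedule = seeding 17-24 h prior, 75-min 37 °C, 30-min RT dye loading | signal = kinetic Fluo-8 calcium fluorescence measurement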
TAAR1 ag: human TAAR1 agonism | hit rate 0.99% among 360,000 | CHO RD-HGA16 TAAR1, Fluo-8 calcium fluorescence; vehicle wells 0%, saturating PEA agonist 100% | activation, % at 3 µM;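 active = activation above the mean activation of all test compounds in the run plus 3 SD, cut at about 38% in these data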
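System: CHO-derived RD-HGA16 cells with stable Gα16 and human TAAR1. Times: 17-24 h plating, Fluo-8 75 min 37 °C, 30 min RT. Measured by: calcium-sensitive Fluo-8 signal, excitation 470-495, emission 515-575 nm. Read-out basis: % activation relative to PEA EC100 response. Control set: DMSO and PEA EC100. Repeats: no replicates (n 1).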
CRFR2-BP antag: blocks CRF-induced signaling of the CRF-BP/CRF-R2 complex | HEK293 CRF-R2/CRF-BP, CRF-induced calcium fluorescence | inhibition, % at 11.8 µM | hit rate 0.59% among 350,000 | AID 588475;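 active = inhibition of the ligand-induced calcium signal above about 50% at the single tested concentration, limit read from the data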
M5 antag: blocks acetylcholine activation of human M5 receptor. P08912. CHO-hM5 cells, Fluo-8 calcium fluorescence, ACh EC80. AID 624040. inhibition, % at 3 µM. hit rate 0.59% among 360,000;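 active = inhibition above a per-plate cutoff, the mean of that plate's test compounds plus 3 SD, cut at about 27% in these data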;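 note: 0% = acetylcholine EC80 with DMSO and 100% = DMSO without agonist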
M5 PAM: positive allosteric modulators of human muscarinic M5 receptor; P08912; CHO-K1 hM5, Fluo-8 calcium, ACh EC20 PAM; 0% = ACh EC20, 100% = ACh EC100; activation, % at 3 µM; hit rate 0.3% among 360,000; AID 624038;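 active = activation above the run cutoff, the mean activation of all test compounds plus 3 SD, cut at about 18% in these data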
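System: CHO-K1 hM5 cells. Reagent: acetylcholine, EC20 level. Compound dosing: single dose, 3 µM nominal final test concentration. Timing: Post-acetylcholine fluorescence recording 140 s. Detection: Fluo-8 calcium fluorescence. Read-out: % activation, ACh-normalized. Benchmarks: ACh EC20 and EC100 wells. Repeats: singlicate, one well per test compound.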
M1 PAM parental: nonselective activator or artifact in parental CHO-K1 calcium assay | activation, % at 3 µM | hit rate 0.02% among 360,000 | ATP EC20, Fluo-8 calcium fluorescence; 0% at ATP EC20, 100% at ATP max;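 active = activation above the run cutoff, the mean activation of all test compounds plus 3 SD, cut at about 40% in these data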;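 note: peak over basal fluorescence ratio in a 140 s read after ATP addition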
Starred values were filed as active, the others as inactive; / = not tested or not shown.

SMILES | CHRM5 agonist | CHRM4 PAM | CRFBP-R2 agonist | TAAR1 antag | TAAR1 ag | CRFR2-BP antag | M5 antag | M5 PAM | M1 PAM parental
O=C(NCCCN1CCOCC1)C1CCN(S(=O)(=O)c2cccc(Cl)c2Cl)CC1 | -4 | 1 | 1.6 | -13 | 4 | 9 | 6 | -2 | 0
O=C(O)CCN(CCC(=O)O)S(=O)(=O)c1ccccc1 | -2 | 4 | 0.6 | 15 | 5 | 1 | 0 | 3 | 10
Cc1cccc(C(=O)NC2CCN(C(=O)NCc3ccccc3)CC2)c1 | -1 | -3 | 2.2 | -16 | 1 | -3 | -6 | 4 | 18
Cc1ccc(SCCNC(=O)c2ccccc2C)cc1 | -4 | 17 | -4.9 | -15 | 3 | -6 | 0 | 1 | 17
Cc1nc2ncnn2c(C)c1CCC(=O)N1CCN(Cc2ccccc2)CC1 | 2 | -2 | 0.2 | 7 | -1 | 14 | 2 | 4 | 22
CNC(=O)c1c(NC(=O)c2ccc(S(=O)(=O)N3CCCCC3C)cc2)sc2c1CCN(C)C2 (stereo unspecified) | -3 | 3 | 11 | -15 | 5 | -18 | 11 | -3 | 5
COC(=O)c1ccccc1NC(=S)N1CCN(C2CCCCC2)CC1 | -6 | 0 | 0.8 | 10 | 2 | 2 | 8 | -2 | 19
O=C(Cn1nnc(-c2ccccc2)n1)NC1CCS(=O)(=O)C1 (stereo unspecified) | 2 | 1 | 0.7 | -9 | 1 | 9 | -13 | 7 | 15
O=C(COc1ccccc1[N+](=O)[O-])OCC(=O)N1CCC(Cc2ccccc2)CC1 | -3 | -3 | -1.1 | 2 | 2 | -5 | 0 | -5 | -12
Cc1nc2ccc(NC(=O)c3ccc(Br)o3)cc2s1 | 1 | 13 | -1.1 | -8 | 1 | 8 | -4 | 2 | 2
Cc1ccc(C(=O)NCCc2nnc3ccc(NCc4ccc5c(c4)OCO5)nn23)cc1 | -5 | -2 | 0.2 | 4 | 0 | -5 | 15 | -2 | 6
CCNC(=O)C1CCCN(C(=O)c2ccc(OC(F)F)cc2)CC1 (stereo unspecified) | 0 | -5 | / | -4 | 1 | / | 4 | -1 | 19
Nn1c(SCc2cc([N+](=O)[O-])cc3c2OCOC3)nnc1-c1ccccn1 | -1 | 0 | -0.1 | -18 | 2 | 7 | 8 | -2 | 12
O=C(c1ccccc1)n1c(=S)nc2ccccn21 | -1 | 3 | -1.7 | -4 | -1 | 1 | 0 | 1 | 17
CCOc1ccc(S(=O)(=O)NCCC(=O)NC2CCN(Cc3ccccc3)CC2)cc1 | -3 | 3 | -1.3 | -14 | 1 | -6 | -2 | 0 | 1
COc1ccc(C(=O)Nc2ccc(S(=O)(=O)Nc3cc(C)nc(C)n3)cc2)c(OC)c1 | -3 | 15 | -1.6 | -27 | -3 | 8 | -10 | 6 | 14
Cc1ccc(Cl)c(NC(=S)N(CCCN2CCOCC2)Cc2ccco2)c1 | -1 | 1 | -0.5 | 1 | 8 | -10 | -3 | -1 | 14
O=C(CCNC(=O)c1ccccc1Cl)Nc1ccc(Br)c(C(F)(F)F)c1 | 4 | 7 | -0.8 | 7 | 4 | -3 | 4 | -1 | 22
Cc1ccc(NC(=O)C2CCCN(S(=O)(=O)c3c(C)noc3C)C2)c(C)c1 (stereo unspecified) | -4 | 2 | -1.0 | 3 | 6 | 14 | -5 | 0 | 19
COC(=O)c1nc(-c2ccccc2)nc(-c2ccccc2)c1C(=O)OC | -1 | -8 | 3.3 | 30 | 3 | 2 | 24 | -12 | 16
O=C1c2ccccc2C(=O)N1CC(O)CN1CCOCC1 (stereo unspecified) | -3 | 3 | 1.0 | -15 | 4 | 3 | 4 | -4 | 8
CC(C)c1ccc2c(c1)c(SC(C)(C)C)c(CC(C)(C)C(=O)O)n2Cc1ccc(Cl)cc1 | 1 | 0 | 2.0 | -18 | -3 | 54* | -4 | -2 | 18
Cc1ccc(S(=O)(=O)N/N=C/c2ccc(OCC(=O)NC(C)C)cc2)cc1 | -1 | -1 | 0.1 | 8 | 5 | 2 | 4 | -7 | 10
CC(=O)c1cccc(Nc2nc(-c3cccc([N+](=O)[O-])c3)cs2)c1 | -6 | -5 | -0.7 | 48 | 7 | -43 | -1 | 2 | -5
FC(F)(F)c1nc(NCC2CCCO2)c2nnn(Cc3ccccc3Cl)c2n1 (stereo unspecified) | 2 | 4 | 1.1 | -1 | 5 | -16 | 4 | 3 | -13

(list continues)
SMILES | CHRM5 agonist | CHRM4 PAM | CRFBP-R2 agonist | TAAR1 antag | TAAR1 ag | CRFR2-BP antag | M5 antag | M5 PAM | M1 PAM parental
CS(=O)(=O)c1ccccc1-c1nnc(NC(=O)c2ccco2)o1 | 0 | -4 | 2.2 | -18 | 0 | -10 | -3 | 0 | 5
COc1ccc(OC)c(S(=O)(=O)N2CCN(CC(O)COc3ccc(C#N)cc3)CC2)c1 (stereo unspecified) | 2 | 4 | 3.5 | 10 | 6 | -1 | 12 | -7 | 10
COc1ccc(OC)c(NC(=O)c2cc3ccccc3o2)c1 | -1 | 1 | -1.9 | 13 | 7 | 0 | 9 | -12 | -4
N#Cc1ccc(OCC(O)CS(=O)(=O)c2ccc(F)cc2)cc1 (stereo unspecified) | 2 | -7 | -1.1 | -4 | 9 | -1 | 12 | -3 | -5
O=C(NCCc1ccccc1)c1noc2c1CCCCC2 | -3 | 1 | 0.6 | 24 | 6 | -9 | 4 | -3 | -10
NNC(=O)c1ccccc1-n1cccc1 | -6 | 0 | 2.3 | 0 | 8 | -6 | -1 | 8 | 8
CCS(=O)(=O)C(=C1NCCO1)S(=O)(=O)CC | 4 | -3 | -0.4 | 1 | 2 | 13 | -9 | 7 | 6
Cc1c(NC(C)C)c(=O)n(-c2ccccc2)n1C | 0 | 0 | 0.6 | -20 | 2 | 0 | -3 | -1 | 25
O=C(NCCc1ccc(F)cc1)Nc1ccccc1Cl | -2 | -4 | -0.1 | 4 | -3 | 5 | 10 | -2 | 5
CCN1CCN(c2ccc(S(=O)(=O)N3CCOCC3)cc2NC(=O)/C=C/c2ccc(OC)c(OC)c2)CC1 | -5 | 6 | -0.9 | -14 | 1 | 11 | 2 | 0 | 15
CC(C#N)(NC(=O)COC(=O)c1ccccc1NCCO)C1CC1 (stereo unspecified) | -5 | 21 | 0.6 | -12 | 2 | -6 | -1 | 3 | -12
CCOc1ccc(-c2nnc3ccc(SCC(=O)Nc4cc(C)on4)nn23)cc1 | 2 | -6 | -0.9 | -4 | -1 | 0 | 3 | 10 | 15
CCN(CC)C(=O)Cn1cc(C(=O)C(=O)N2CCN(Cc3ccc4c(c3)OCO4)CC2)c2ccccc21 | -5 | 4 | -1.4 | -5 | -1 | 3 | 6 | 1 | -4
COc1ccc(/C=N/NC(=O)c2cccc(S(=O)(=O)N3CCCC3)c2)cc1O | -2 | 15 | -1.8 | 8 | 1 | 11 | -4 | 0 | -10
CCOC(=O)NC(Nc1cc(C)on1)(C(F)(F)F)C(F)(F)F | -1 | 2 | -0.8 | -20 | 7 | 30 | -1 | 4 | 7
NS(=O)(=O)c1ccc(CNC(=O)C2CCCN2C(=O)c2cccs2)cc1 (stereo unspecified) | 2 | 11 | 2.5 | -8 | 1 | 2 | 9 | -1 | 15
COc1ccc(S(=O)(=O)NCCC(=O)NCc2ccc(F)cc2)cc1 | -1 | 5 | 0.9 | -3 | 7 | 6 | -1 | -5 | 18
Cc1cccc(C)c1Nc1nnc(SCC(=O)NCCCN2CCCC2=O)s1 | 0 | -1 | -1.6 | 8 | 0 | 15 | 6 | 1 | -10
COc1ccc2sc(-c3ccccc3OC)c(C#CCCO)c2c1 | -2 | 15 | -1.1 | -4 | 10 | -3 | 0 | 6 | 16
COc1ccccc1NC(=O)N1CCc2[nH]c3ccc(F)cc3c2C1 | 9 | 1 | 4.0 | -10 | 43* | -17 | 1 | -4 | 23
CN(CC(=O)NCc1ccc(Cl)cc1)S(=O)(=O)c1cccc2nsnc12 | -1 | -6 | -1.8 | -1 | 2 | -23 | 4 | 1 | 14
CC(C)(C)OC(=O)NCCCCCNC(=O)c1[nH]cnc1C(=O)Nc1ccon1 | 4 | 4 | -0.6 | 14 | 12 | -4 | 3 | -5 | 18
O=C(CN1C(=O)C2C3C=CC(C3)C2C1=O)OCC(=O)c1ccccc1 (stereo unspecified) | 0 | 4 | -0.6 | -5 | 0 | 9 | -3 | -2 | 13
Cc1cc(C)cc(NC(=O)Cn2cnc3c(nnn3Cc3ccc(F)cc3)c2=O)c1 | 1 | 7 | -2.4 | -11 | 1 | 2 | 14 | -8 | -8
CCOC(=O)c1cnc(SC)nc1Oc1cccc(NC(=O)c2cccc(Cl)c2Cl)c1 | 0 | 6 | 1.2 | -8 | 0 | -3 | 3 | 1 | -5
CCN(CC)S(=O)(=O)c1cccc(NC(=O)COC(=O)c2cc(C)oc2C)c1 | -1 | -2 | -1.1 | -15 | 5 | 30 | 8 | -11 | 11
CN1CCC(N(C)C(=O)c2ccc(Cl)c(S(=O)(=O)Nc3ccc(Cl)cc3)c2)CC1 | -2 | 6 | -0.7 | -11 | 7 | -5 | 14 | 2 | 19

4 compounds already listed, ordered by their value in CHRM5 agonist, ascending.
| structure | CHRM5 agonist | CHRM4 PAM | CRFBP-R2 agonist | TAAR1 ag | CRFR2-BP antag | M5 antag |
| --- | --- | --- | --- | --- | --- | --- |
| CC(C#N)(NC(=O)COC(=O)c1ccccc1NCCO)C1CC1 (stereo unspecified) | -5 | 21 | 0.6 | 2 | -6 | -1 |
| O=C(NCCc1ccc(F)cc1)Nc1ccccc1Cl | -2 | -4 | -0.1 | -3 | 5 | 10 |
| COc1ccc(OC)c(NC(=O)c2cc3ccccc3o2)c1 | -1 | 1 | -1.9 | 7 | 0 | 9 |
| CCOC(=O)c1cnc(SC)nc1Oc1cccc(NC(=O)c2cccc(Cl)c2Cl)c1 | 0 | 6 | 1.2 | 0 | -3 | 3 |

Grouped by structure, those above containing a CF3 group
SMILES | CHRM5 agonist | CHRM4 PAM | CRFBP-R2 agonist | TAAR1 antag | TAAR1 ag | CRFR2-BP antag | M5 antag | M5 PAM | M1 PAM parental
O=C(CCNC(=O)c1ccccc1Cl)Nc1ccc(Br)c(C(F)(F)F)c1 | 4 | 7 | -0.8 | 7 | 4 | -3 | 4 | -1 | 22
FC(F)(F)c1nc(NCC2CCCO2)c2nnn(Cc3ccccc3Cl)c2n1 (stereo unspecified) | 2 | 4 | 1.1 | -1 | 5 | -16 | 4 | 3 | -13
CCOC(=O)NC(Nc1cc(C)on1)(C(F)(F)F)C(F)(F)F | -1 | 2 | -0.8 | -20 | 7 | 30 | -1 | 4 | 7

Some entries already given with just CRFBP-R2 agonist and M1 PAM parental.
| mol | CRFBP-R2 agonist | M1 PAM parental |
| --- | --- | --- |
| COc1ccc(/C=N/NC(=O)c2cccc(S(=O)(=O)N3CCCC3)c2)cc1O | -1.8 | -10 |
| CCOC(=O)NC(Nc1cc(C)on1)(C(F)(F)F)C(F)(F)F | -0.8 | 7 |
